Screening data as filed in PubChem.
PDI turbidity = blocks human protein disulfide isomerase activity. P07237. PDI insulin aggregation turbidity, A650, 90 min. inhibition, % at 10 µM. actives 0.052% (n = 350,000);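 active = mean inhibition across replicates of 30% or more, whatever share of single replicates reach that level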;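 note: absorbance from insulin aggregation driven by PDI reduction with DTT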
Target sequence (P07237 whole entry, looked up): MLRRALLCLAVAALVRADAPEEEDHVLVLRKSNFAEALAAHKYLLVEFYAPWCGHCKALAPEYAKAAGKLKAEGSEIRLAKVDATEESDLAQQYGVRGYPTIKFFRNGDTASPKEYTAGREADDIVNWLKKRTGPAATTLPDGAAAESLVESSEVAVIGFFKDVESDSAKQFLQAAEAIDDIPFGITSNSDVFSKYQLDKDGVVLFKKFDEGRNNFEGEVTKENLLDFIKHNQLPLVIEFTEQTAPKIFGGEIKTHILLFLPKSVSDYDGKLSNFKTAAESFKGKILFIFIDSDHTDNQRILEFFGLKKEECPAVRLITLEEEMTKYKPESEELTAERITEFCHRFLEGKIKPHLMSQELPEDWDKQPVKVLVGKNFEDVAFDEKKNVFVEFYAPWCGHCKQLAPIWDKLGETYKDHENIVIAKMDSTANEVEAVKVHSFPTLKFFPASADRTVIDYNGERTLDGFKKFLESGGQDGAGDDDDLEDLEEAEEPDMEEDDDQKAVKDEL
Vif inh = HIV Vif inhibition | inhibition, % at 7.49 µM | HEK293T cells, Vif self-association by quenched fluorescence, imaging, 24 h | actives 0.35% (n = 340,000) | AID 602346; in the data active = inhibition above about 50%, passing the limit was not always enough; note: some results filed as inactive read as strong as hits
CaV13 FRET inh = Primary screen for inhibitors of IQ motif and Ca2+-dependent inactivation inhibitor domain binding in CACNA1D, Förster resonance energy transfer in living cells, …; AID 743397; actives 0.098% (n = 340,000); HEK cells, CFP/YFP FRET ICDI-IQ, plate reader, 10 min; percent FRET-ratio fall versus neutral wells; inhibition, % at 12.3 µM;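 active = mean replicate inhibition of at least 30% and at least 1% of replicates passing that level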;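 note: 0% = median of the neutral control wells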
HIF-2a block = inhibitors of HIF-2a; 786-0 RCC cells HIF-2a reporter, luciferase luminescence, overnight; inhibition, % at 18.8 µM; actives 0.72% (n = 360,000);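 active = inhibition of the luminescence signal of 40% or more relative to plate controls, in a single-dose primary screen at 18.75 µM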
NR2E3 ag-1 = activates human photoreceptor nuclear receptor NR2E3; Q9Y5X4; GST-NR2E3/biotin-RetCOR TR-FRET, 1536-well; inhibition of corepressor binding, % at 4.78 µM; actives 0.12% (n = 320,000); AID 2300;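 active = percent inhibition above the cutoff of mean plus 3 SD of all tested compounds, set per screening campaign, cut at about 20% in these data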;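 note: 0% = DMSO wells and 100% = biotin wells as full block of FRET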
Target sequence (Q9Y5X4 whole entry, looked up): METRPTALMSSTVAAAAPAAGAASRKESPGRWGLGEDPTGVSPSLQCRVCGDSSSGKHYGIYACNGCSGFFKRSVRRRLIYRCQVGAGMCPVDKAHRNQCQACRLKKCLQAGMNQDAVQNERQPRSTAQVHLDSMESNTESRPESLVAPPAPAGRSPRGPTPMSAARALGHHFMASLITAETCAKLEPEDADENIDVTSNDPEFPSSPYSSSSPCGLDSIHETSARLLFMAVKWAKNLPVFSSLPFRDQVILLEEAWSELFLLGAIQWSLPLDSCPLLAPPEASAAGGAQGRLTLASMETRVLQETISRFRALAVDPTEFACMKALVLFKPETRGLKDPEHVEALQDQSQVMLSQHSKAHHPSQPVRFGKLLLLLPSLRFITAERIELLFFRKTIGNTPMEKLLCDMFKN
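Assay system: NR2E3–RetCOR corepressor complex. Quantity: 1.35 nM GST-NR2E3. Buffer or medium: pH 7.5 Tris-based buffer. Reagent: biotinylated RetCOR corepressor at 7 nM final. Schedule: 5 h at 4 °C. Detection: TR-FRET, emission read at 617 and 671 nm. Replicates: one well per compound, singlicate testing.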
aDG glyco act = increases alpha dystroglycan glycosylation | Pro5-aDG cells, alpha-DG glycosylation AlphaScreen (IIH6); 0% Pro5, 100% B10-LARGE cell signal | activation, % at 10 µM | actives 0.22% (n = 360,000);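 active = activation of at least 8% versus controls, or a plate z-score of at least 8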;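 note: Pro5 are CHO cells carrying HIG-tagged alpha-DG that lacks glycosylation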
Exocytosis inh = lytic granule exocytosis inhibition. TALL-104 LAMP-1 surface exposure, flow cytometry; cells stimulated with thapsigargin and PMA. inhibition, % at 10 µM. actives 0.66% (n = 360,000). AID 651702;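 active = inhibition above about 55%, limit read from the data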
iPSC survival up = hiPSC single-cell survival enhancement; AID 602274; actives 0.044% (n = 360,000); survival enhancement, % at 20 µM; ATPlite luminescence; 100% = ROCK inhibitor wells, 0% = DMSO; in the data active = survival enhancement above about 18%;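 note: cells exposed to compounds for 16 hours before the ATP read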
NR2E3 ag-2 = activates human NR2E3 receptor; Q9Y5X4; CHO-S Gal4-NCOR/VP16-NR2E3 two-hybrid, luciferase; inhibition of corepressor binding, % at 3.98 µM; actives 0.35% (n = 360,000); AID 602229;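 active = inhibition above the mean of all tested compounds plus 3 SD, cut at about 70% in these data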;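 note: 0% = DMSO with NR2E3 transfected cells and 100% = cells lacking NR2E3 construct; higher means lower luciferase signal from less NR2E3 corepressor binding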
Peg3 prom inh = reduces Peg3 promoter-driven luciferase expression in HeLa; AID 588405; HeLa PEG-Prom luciferase reporter, luminescence, overnight; inhibition, % at 20 µM; actives 1.7% (n = 360,000);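 active = inhibition of at least 50% at 20 µM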
MITF TRPM1 inh = MITF TRPM1 promoter inhibition in SK-MEL-5 cells; inhibition, % at 12.5 µM; actives 0.83% (n = 330,000); SK-MEL-5 TRPM1 promoter luciferase, 24 h;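 active = mean inhibition across replicates of 60% or more, whatever share of single replicates reaches that level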; note: values of inactives mirror those of a sister screen read the other way
* = called active by the depositor; nt = no result given.

SMILES | PDI turbidity | Vif inh | CaV13 FRET inh | HIF-2a block | NR2E3 ag-1 | aDG glyco act | Exocytosis inh | iPSC survival up | NR2E3 ag-2 | Peg3 prom inh | MITF TRPM1 inh
CCCN1C(=O)C2C(C(=O)Nc3cccc(OC)c3)C3C=CC2(O3)C1C(=O)NC1CCCCC1 (stereo not given) | 0 | 6 | -5 | -8 | 3 | -0.1 | 0 | -1.1 | -11 | -7 | 3
O=C(c1cccs1)N1CCN(S(=O)(=O)N2CCCCC2)CC1 | -3 | -2 | -6 | 6 | 2 | 0.0 | -3 | -3.3 | -4 | 4 | 1
CCN(CC)S(=O)(=O)c1ccc(N2CCCC2)c(C(=O)OCC(=O)N2CCCC2)c1 | -1 | 1 | -5 | -10 | 4 | 0.0 | -3 | 1.2 | -31 | 1 | 2
O=S(=O)(c1ccc2c(c1)N(Cc1ccc(Cl)cc1)C1CCCN21)N1CCOCC1 (stereo not given) | -12 | 1 | -6 | 11 | -1 | -0.1 | -1 | -3.0 | 8 | 7 | 4
O=C(Nc1ccc(Cl)cc1C(=O)O)c1ccc2c(c1)C(=O)N(Cc1ccco1)C2=O | -5 | 1 | -3 | 11 | 0 | -0.5 | -6 | 2.8 | -17 | 19 | 7
O=S(=O)(NCCSc1ccc(Cl)cc1)c1ccc2c(c1)OCCO2 | -2 | 3 | -4 | 14 | 5 | 0.1 | 1 | -3.3 | 9 | 26 | 7
COC(=O)c1csc(S(=O)(=O)N2CCOCC2)c1OC | 15 | nt | -2 | 9 | 2 | 0.1 | 4 | 0.1 | -24 | 5 | -2
COc1nc(NC(C)(C)C)nc(Oc2ccc(=O)n(C)n2)n1 | nt | -3 | -7 | -1 | 1 | -0.2 | 3 | 3.0 | -21 | 9 | nt
COc1ccc(C(=O)Nc2cc(C)nn2-c2cccc(F)c2)cc1 | -23 | 2 | -10 | 8 | 0 | 0.0 | 2 | -0.2 | -11 | 39 | 5
COC(=O)c1sccc1NC(=O)c1ccccc1F | 9 | 0 | -5 | -5 | 1 | 0.2 | -5 | -0.6 | -6 | 8 | -7
CCOC(=O)Cc1csc(NC(=S)NC(=O)c2ccccc2Br)n1 | -4 | -2 | -8 | 24 | 4 | -0.3 | 0 | -1.3 | -1 | -32 | 6
C=C(C)Cn1c(SCC(=O)N/N=C/c2ccccc2OCC(=O)O)nnc1-c1ccc(Br)cc1 | -5 | nt | -6 | 13 | 1 | -0.3 | -4 | 0.2 | -14 | -1 | 4
CN(Cc1ccco1)C(=O)Cn1ncc2c([nH]c3ccccc32)c1=O | 6 | 2 | -7 | 14 | -2 | 0.1 | -7 | -0.3 | -13 | 4 | 15
CCc1cccc2c(/C=N/NC(=O)c3cccc(S(=O)(=O)Nc4ccccc4Cl)c3)c[nH]c12 | 9 | -3 | -6 | -7 | 5 | 0.1 | 13 | 2.3 | -10 | -4 | 9
Cc1cnc(C(=O)OCC(=O)c2c(N)n(CC(C)C)c(=O)n(C)c2=O)cn1 | -3 | 9 | -5 | 3 | 0 | 0.4 | -11 | -0.4 | -5 | 6 | 4
Cc1ccc(NC(=O)CSc2nnc(-c3ccc(S(=O)(=O)N4CCCC4)cc3)o2)cc1C | 4 | 8 | -9 | 6 | 2 | -0.3 | 2 | 2.6 | 4 | 60* | 14
Cc1ccn2c(NC(C)(C)C)c(-c3cccs3)nc2c1 | -1 | 1 | -7 | -31 | 2 | 0.4 | 0 | -0.7 | -14 | -1 | 4
O=C(CCNS(=O)(=O)c1ccc(Cl)cc1)OCC(=O)N1CCN(C(=O)c2ccco2)CC1 | 1 | 3 | -15 | 15 | 5 | 0.1 | 6 | -0.1 | -5 | 13 | 4
CCOCCCNC(=O)c1cc(C)nn1-c1ccccc1 | -14 | 6 | -7 | 20 | 2 | 0.1 | -3 | 3.3 | 25 | -2 | nt
Cn1cccc1Cc1nnc(SCC(=O)N2CCCc3ccccc32)n1-c1ccc(F)cc1 | nt | -9 | -11 | -5 | -2 | 0.0 | 1 | -0.3 | 5 | 5 | 2
Cc1cc(C)c2oc(C(=O)NC3CCS(=O)(=O)C3)cc(=O)c2c1 (stereo not given) | 5 | 0 | -7 | 11 | -2 | 0.0 | -2 | -0.5 | -2 | 2 | -9
Cc1c(C(=O)Nc2ccccc2)sc2nc3n(c(=O)c12)CCCCC3 | 7 | -6 | -4 | -300 | -2 | 0.0 | 0 | -0.1 | -32 | -202 | -60
O=[N+]([O-])c1ccc(NCCCc2ccccc2)cc1 | -3 | 7 | -2 | -213 | nt | 0.2 | 5 | 0.3 | -39 | -150 | nt
O=C(Oc1ccc(C(=S)N2CCCCC2)cc1)c1ccccc1F | -6 | 13 | -3 | 15 | -2 | 0.0 | 2 | 0.0 | 0 | 13 | -9
O=C(OCCOc1cccc(Cl)c1)c1ccc2ncsc2c1 | 2 | 5 | -2 | -55 | 0 | 0.0 | 49 | 2.1 | -2 | -101 | -3
Cn1c(SCC(=O)c2ccccc2)nnc1-c1cccs1 | -1 | 2 | -17 | -159 | -3 | 0.0 | -1 | -0.1 | -122 | -195 | -55
O=C(NCCCNC(=O)c1ccco1)c1ccc(F)cc1 | 6 | -25 | -4 | 20 | 5 | 0.0 | -8 | -0.6 | -11 | 7 | 4
COc1cc(C(c2c(C)[nH][nH]c2=O)c2c(C)[nH][nH]c2=O)ccc1OC(=O)c1cccc([N+](=O)[O-])c1 | 8 | 1 | nt | 8 | 0 | 0.1 | 0 | -0.9 | -9 | 5 | 13
COC(=O)c1c(C)cc(O)c(C)c1O | nt | 13 | nt | 19 | -1 | 0.2 | 2 | -1.1 | 12 | -4 | nt
CCc1ccc(S(=O)(=O)N2CCN(C(=O)C3CCN(C(C)=O)CC3)CC2)cc1 | 2 | 6 | -6 | 15 | 2 | -0.4 | -2 | -0.2 | -10 | 14 | 1
CCCCOc1ccc(N=Nc2ccc(N)nc2N)cn1 | -1 | -3 | -3 | -439 | 7 | -0.1 | -22 | 2.2 | -52 | -391 | -68
CN(C)C(=O)CCc1ccc2c3c([nH]c2c1)[C@]1(C)[C@@H](C(=O)N2CCOCC2)C[C@H](CC(=O)NC(C)(C)C)C(=O)N1CC3 | 4 | 22 | -6 | -2 | nt | -0.3 | 0 | -1.3 | -25 | 2 | 2
COC(=O)CCC(=O)NC(=S)Nc1cc(Cl)ccc1Cl | -4 | -1 | -8 | 6 | -2 | 0.0 | -4 | -1.8 | -23 | -3 | 2
CC(NC(=O)Cn1cccc1C(=O)c1ccccc1)c1ccc2c(c1)OCCO2 (stereo not given) | 7 | -14 | 2 | 10 | 6 | 0.0 | -13 | -1.3 | 8 | 11 | 6
Cc1nnsc1-c1onc(C)c1C(=O)O/N=C/c1ccc(Cl)cc1 | -2 | -6 | -9 | 16 | 0 | 0.1 | 2 | -0.6 | -7 | 13 | 9
O=C(Cc1ccccc1)Nc1ccc(NC(=O)c2cccs2)cc1 | -7 | 13 | -7 | -44 | -5 | 0.5 | 0 | 0.7 | -19 | -50 | -30

Given as tab-separated lines: entries from further up
compound	PDI turbidity	Vif inh	CaV13 FRET inh	HIF-2a block	NR2E3 ag-1	aDG glyco act	Exocytosis inh	iPSC survival up	NR2E3 ag-2	Peg3 prom inh	MITF TRPM1 inh
COC(=O)c1c(C)cc(O)c(C)c1O	nt	13	nt	19	-1	0.2	2	-1.1	12	-4	nt
CCc1ccc(S(=O)(=O)N2CCN(C(=O)C3CCN(C(C)=O)CC3)CC2)cc1	2	6	-6	15	2	-0.4	-2	-0.2	-10	14	1
CCCCOc1ccc(N=Nc2ccc(N)nc2N)cn1	-1	-3	-3	-439	7	-0.1	-22	2.2	-52	-391	-68
CN(C)C(=O)CCc1ccc2c3c([nH]c2c1)[C@]1(C)[C@@H](C(=O)N2CCOCC2)C[C@H](CC(=O)NC(C)(C)C)C(=O)N1CC3	4	22	-6	-2	nt	-0.3	0	-1.3	-25	2	2
COC(=O)CCC(=O)NC(=S)Nc1cc(Cl)ccc1Cl	-4	-1	-8	6	-2	0.0	-4	-1.8	-23	-3	2
CC(NC(=O)Cn1cccc1C(=O)c1ccccc1)c1ccc2c(c1)OCCO2 (stereo not given)	7	-14	2	10	6	0.0	-13	-1.3	8	11	6
Cc1nnsc1-c1onc(C)c1C(=O)O/N=C/c1ccc(Cl)cc1	-2	-6	-9	16	0	0.1	2	-0.6	-7	13	9
O=C(Cc1ccccc1)Nc1ccc(NC(=O)c2cccs2)cc1	-7	13	-7	-44	-5	0.5	0	0.7	-19	-50	-30

Remaining list, next part:
SMILES | PDI turbidity | Vif inh | CaV13 FRET inh | HIF-2a block | NR2E3 ag-1 | aDG glyco act | Exocytosis inh | iPSC survival up | NR2E3 ag-2 | Peg3 prom inh | MITF TRPM1 inh
CC(C)CN(CC(C)C)S(=O)(=O)N1CCC(C(=O)NCc2cccs2)CC1 | -3 | -3 | -9 | 5 | -3 | 0.0 | -2 | -1.8 | -1 | 9 | 10
Cc1ccc2c(Cn3ccnc3)cc(=O)oc2c1C | 2 | -14 | -5 | -45 | -2 | -0.1 | 14 | -0.7 | -50 | 6 | -5
O=C(NC1CCCCC1)[C@H](CSCc1ccccc1)N1Cc2ccccc2C1=O | -4 | -2 | 8 | 5 | 0 | 0.6 | 5 | -1.8 | -14 | -8 | 1
CC(C)(C)c1nnc(NC(=O)CS(=O)(=O)Cc2ccccc2)s1 | -8 | 0 | -5 | 4 | 0 | -0.1 | 2 | -3.0 | 3 | 2 | 10
O=C(Nc1ncc2c(n1)CC(c1ccc(Cl)cc1)CC2=O)c1ccco1 (stereo not given) | -1 | 14 | -7 | 17 | -10 | 0.3 | -3 | -0.2 | -4 | 3 | -1
Cc1onc(-c2ccccc2)c1C(=O)Nc1nc(-c2cc(F)ccc2F)cs1 | -4 | 5 | -4 | -139 | 0 | 0.3 | -2 | 4.3 | -71 | -126 | -176
CC1=NC(C)(C)Cc2ccccc21 | -4 | -9 | -4 | 8 | 2 | -0.1 | 1 | -0.8 | -30 | 0 | -9
CN(Cc1ccc(Cl)cc1)C(CCc1ccccc1)C(=O)NC1CCCCC1 (stereo not given) | nt | nt | -8 | 14 | nt | 0.0 | 0 | 1.5 | 2 | 16 | nt

2 of these compounds in a different format:
CC(C)CN(CC(C)C)S(=O)(=O)N1CCC(C(=O)NCc2cccs2)CC1
  PDI turbidity = -3	Vif inh = -3	CaV13 FRET inh = -9	HIF-2a block = 5	NR2E3 ag-1 = -3	aDG glyco act = 0.0	Exocytosis inh = -2	iPSC survival up = -1.8	NR2E3 ag-2 = -1	Peg3 prom inh = 9	MITF TRPM1 inh = 10
Cc1ccc2c(Cn3ccnc3)cc(=O)oc2c1C
  PDI turbidity = 2	Vif inh = -14	CaV13 FRET inh = -5	HIF-2a block = -45	NR2E3 ag-1 = -2	aDG glyco act = -0.1	Exocytosis inh = 14	iPSC survival up = -0.7	NR2E3 ag-2 = -50	Peg3 prom inh = 6	MITF TRPM1 inh = -5
